HP1b chromo inh – HTS for Inhibitors of HP1-beta Chromodomain Interactions with Methylated Histone Tails; Chromobox protein homolog 1 (Homo sapiens), P83916; AlphaScreen HP1-beta / biotin-H3K9me3 peptide binding; AID 540317, 2011; Potency, µM (top dose mostly 114 µM), without a hit: top-dose activity change, negative = inhibition, actives largely listed as inhibitors; hit rate 0.56% among 390,000; note: potency is the fitted concentration of half-maximal effect; nearly all actives have a fitted effect of over 70% in size; inactives centre near 23
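AlphaScreen: HP1-beta (50 nM) preformed 30 min with biotin-H3(1-18)K9me3 peptide (50 nM) in PBS pH 7.4, 0.01% Tween-20. Compound added for 30 min at RT, then streptavidin donor/nickel chelate acceptor beads (10 ug/mL) for 30 min.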
ERG-DNA inh – qHTS for Small Molecule Inhibitors of the ERG Ets/DNA interaction; Transcriptional regulator ERG (Homo sapiens), P11308; fluorescence polarization, His-ERG Ets domain / labelled DNA; Potency, µM (series often up to 76.9 µM), for inactives: top-dose FP activity, negative = inhibition, hits mostly inhibitors; hit rate 0.028% among 370,000; AID 624246, 2012; active = well fitted inhibition curve with a large enough effect in the polarisation, with a control signal flat; inconclusive = small, poorly fitted or top-dose-only effect, or effect the other way, or a change in a side signal; inactive = no such curve, though single readings can be large or run the other way; the % refers to the polarisation;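 note: polarization taken with two DNA probes labelled with fluorescein and Texas red; potency is the fitted concentration of half-maximal effect; % of control where 0% means no effect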
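His-tagged ERG Ets domain (1 uM in the protein solution; 300mM KCl, 50mM Tris-HCl, 1mM EDTA, 1mM DTT, pH 7.5) received compound, then a probe mix of 5 nM fluorescein-DNA and 100nM Texas-615-DNA. Fluorescence polarization was read for both dyes.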
BAZ2B block – qHTS Assay for Inhibitors of BAZ2B; AID 504333, 2011; Bromodomain adjacent to zinc finger domain protein 2B (Homo sapiens), Q9UIF8; hit rate 4.4% among 360,000; Potency, µM (highest dose often 114 µM), without a hit: at the highest dose activity change, negative = inhibition, hits mostly inhibitors; AlphaScreen BAZ2B-H3K14Ac peptide displacement; note: potency is the fitted concentration of half-maximal effect; % is set by controls: 0 for no effect and ±100 for the full control effect; nearly all actives have a fitted effect of over 60% in size
Target sequence (Q9UIF8 whole entry, looked up, the tested form may be a part): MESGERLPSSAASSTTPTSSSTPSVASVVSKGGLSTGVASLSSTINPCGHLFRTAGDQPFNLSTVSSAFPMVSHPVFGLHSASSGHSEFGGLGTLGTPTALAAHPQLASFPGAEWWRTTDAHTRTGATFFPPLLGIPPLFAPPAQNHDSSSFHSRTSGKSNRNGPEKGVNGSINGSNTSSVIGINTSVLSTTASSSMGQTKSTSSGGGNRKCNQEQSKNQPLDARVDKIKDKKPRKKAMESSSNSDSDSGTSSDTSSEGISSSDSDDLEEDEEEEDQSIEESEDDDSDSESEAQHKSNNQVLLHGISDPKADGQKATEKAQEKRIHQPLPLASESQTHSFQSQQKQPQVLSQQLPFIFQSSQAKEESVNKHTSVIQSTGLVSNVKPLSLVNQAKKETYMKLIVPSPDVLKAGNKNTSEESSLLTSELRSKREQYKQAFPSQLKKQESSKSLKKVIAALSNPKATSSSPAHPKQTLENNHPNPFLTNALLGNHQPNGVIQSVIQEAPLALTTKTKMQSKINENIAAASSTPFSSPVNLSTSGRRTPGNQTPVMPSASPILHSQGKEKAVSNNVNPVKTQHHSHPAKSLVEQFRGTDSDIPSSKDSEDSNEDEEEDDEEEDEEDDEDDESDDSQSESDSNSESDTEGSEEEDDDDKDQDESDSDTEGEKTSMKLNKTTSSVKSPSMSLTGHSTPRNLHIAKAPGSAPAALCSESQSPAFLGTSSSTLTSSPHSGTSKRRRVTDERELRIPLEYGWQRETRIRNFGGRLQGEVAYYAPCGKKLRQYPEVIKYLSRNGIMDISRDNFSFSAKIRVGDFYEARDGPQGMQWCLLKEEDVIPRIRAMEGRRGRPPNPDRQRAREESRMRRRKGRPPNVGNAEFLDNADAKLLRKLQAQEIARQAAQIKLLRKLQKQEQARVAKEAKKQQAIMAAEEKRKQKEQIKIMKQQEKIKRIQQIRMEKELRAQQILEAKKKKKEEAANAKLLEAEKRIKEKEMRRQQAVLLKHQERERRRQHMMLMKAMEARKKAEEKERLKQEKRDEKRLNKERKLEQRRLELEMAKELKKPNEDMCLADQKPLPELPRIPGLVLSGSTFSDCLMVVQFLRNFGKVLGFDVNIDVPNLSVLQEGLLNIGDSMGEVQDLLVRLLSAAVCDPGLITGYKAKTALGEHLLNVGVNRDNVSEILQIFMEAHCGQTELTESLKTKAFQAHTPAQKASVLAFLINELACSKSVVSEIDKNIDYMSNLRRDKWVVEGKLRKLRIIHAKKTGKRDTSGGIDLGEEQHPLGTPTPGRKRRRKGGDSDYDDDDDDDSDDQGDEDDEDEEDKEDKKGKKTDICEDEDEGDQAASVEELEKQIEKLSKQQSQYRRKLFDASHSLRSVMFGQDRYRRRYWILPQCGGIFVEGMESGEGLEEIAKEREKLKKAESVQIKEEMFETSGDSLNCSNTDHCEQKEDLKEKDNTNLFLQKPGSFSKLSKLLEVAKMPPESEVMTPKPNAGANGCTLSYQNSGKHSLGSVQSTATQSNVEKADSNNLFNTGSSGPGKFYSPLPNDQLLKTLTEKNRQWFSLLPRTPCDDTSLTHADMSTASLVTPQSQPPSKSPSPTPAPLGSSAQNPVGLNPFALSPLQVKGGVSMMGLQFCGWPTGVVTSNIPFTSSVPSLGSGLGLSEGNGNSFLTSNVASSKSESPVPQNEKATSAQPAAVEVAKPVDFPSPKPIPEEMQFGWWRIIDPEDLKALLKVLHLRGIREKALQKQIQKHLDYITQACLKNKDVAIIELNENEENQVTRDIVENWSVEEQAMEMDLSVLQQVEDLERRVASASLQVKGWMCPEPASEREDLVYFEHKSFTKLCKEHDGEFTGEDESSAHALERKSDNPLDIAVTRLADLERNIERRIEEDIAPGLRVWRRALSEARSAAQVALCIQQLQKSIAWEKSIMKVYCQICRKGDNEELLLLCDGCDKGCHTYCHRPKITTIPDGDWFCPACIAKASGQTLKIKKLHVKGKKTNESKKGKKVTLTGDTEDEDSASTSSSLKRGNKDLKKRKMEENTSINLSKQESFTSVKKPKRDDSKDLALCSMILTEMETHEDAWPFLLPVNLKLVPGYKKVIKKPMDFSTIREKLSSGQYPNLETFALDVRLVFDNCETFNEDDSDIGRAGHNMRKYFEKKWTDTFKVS
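Complex of BAZ2B and biotin-H3K14Ac (50 nM apiece) forms over 30 min at RT, then faces library compounds up to 110 uM for another 30 min; AlphaScreen beads added, 20 min dark incubation, luminescence read.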
G9a block – qHTS Assay for Inhibitors of Histone Lysine Methyltransferase G9a. Histone-lysine N-methyltransferase EHMT2 (Homo sapiens), Q96KQ7. G9a H3K9 monomethylation, AlphaScreen, 2 h. Potency, µM (doses to about 102 µM), for inactives: at the top dose activity, negative = inhibition, most hits filed as inhibitors. hit rate 8.8% among 350,000. AID 504332, 2011; note: potency is the fitted concentration of half-maximal effect; % is set by controls: 0 for no effect and ±100 for the full control effect; nearly all actives have a fitted effect of over 75% in size
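Signal arises when biotinylated H3K9 peptide, once monomethylated, bridges streptavidin donor and antibody-captured acceptor beads. Enzyme at 20 nM was preincubated 15 min with test compounds; peptide 500 nM and SAM 20 uM then reacted for 2 h.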
PI4K2A inh – qHTS for small molecular inhibitors of PI4K2A; hit rate 0.13% among 420,000; purified PI4K2A, ADP-Glo luminescence, 1 h; hits give low values; activity change, negative = inhibition, % at 76.9 µM; AID 1346378, 2018; in the data active = activity change below about -50%; inconclusive = mostly about -30% to -49%;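 note: -100% = wells without enzyme as full effect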
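ADP-Glo luminescence measured ADP generated by PI4K2A enzyme (4 ug/mL before mixing) with 1.2 mM PI substrate (pre-mix) and 300 microM ATP (pre-mix). Tris pH7.5 buffer with MgCl2, Triton X-100; 1 h reaction at ambient temperature.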
GLS inh – qHTS for Inhibitors of Glutaminase (GLS); hit rate 0.21% among 410,000; GLS enzymatic activity, qHTS titration; Glutaminase kidney isoform, mitochondrial (Homo sapiens), O94925; Potency, µM (series often up to 45.5 µM), for the others: at the highest dose activity change, negative = inhibition, usual class: inhibitors; note: potency is the fitted concentration of half-maximal effect; % is set by controls: 0 for no effect and ±100 for the full control effect
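Coupled fluorescence readout: glutamate oxidase/HRP/Amplex Red detect glutamate formed by hKGA from L-glutamine (1 mM solution added). Buffer 45 mM KH2PO4 pH 8.2, 0.02% Tween-20; reads at t0 and 30 min RT.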
JMJD2A Tudor – qHTS Assay for Inhibitors of JMJD2A-Tudor Domain; Lysine-specific demethylase 4A (Homo sapiens), O75164; AlphaScreen JMJD2A-Tudor / H3K4me3 peptide binding; Potency, µM (highest dose often 114 µM), without a hit: top-dose activity change, negative = inhibition, actives largely listed as inhibitors; hit rate 4.4% among 390,000; note: potency is the fitted concentration of half-maximal effect; % is set by controls: 0 for no effect and ±100 for the full control effect; nearly all actives have a fitted effect of over 50% in size
Tb PGK inh – qHTS Assay to Find Inhibitors of Phosphoglycerate Kinase | Phosphoglycerate kinase, glycosomal (Trypanosoma brucei brucei), P07378 | PGK/GAPDH coupled, Kinase-Glo luminescence, 60 min | Potency, µM (titrated, usually from 57.5 µM), for inactives: top-dose activity change, negative = inhibition, most hits filed as inhibitors | hit rate 0.043% among 380,000 | AID 602233, 2012; note: potency is the fitted concentration of half-maximal effect; % is set by controls: 0 for no effect and ±100 for the full control effect; nearly all actives have a fitted effect of over 60% in size
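Recombinant glycosomal PGK reaction used 1,3-bisphosphoglycerate generated in-well by GAPDH (100nM final) in 100mM TEA pH 7.6, 5mM MgCl2, 0.01% Tween-20. After 60 minutes at room temperature, ATP was read by Kinase-Glo Plus luminescence end-point.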
Pin1 inhibitor – qHTS Assay to Find Inhibitors of Pin1 | Potency, µM (highest dose often 115 µM), without a hit: at the highest dose activity, negative = inhibition, most hits filed as inhibitors | Pin1 FP peptide displacement, HiFluor488, 10 min | hit rate 0.009% among 390,000; active = well fitted inhibition curve with a large enough effect in the polarisation, with a control signal flat, not every such curve was filed as active; inconclusive = small, poorly fitted or top-dose-only effect, or effect the other way, or a change in a side signal; inactive = no such curve, though single readings can be large or run the other way; the % refers to the polarisation; note: potency is the fitted concentration of half-maximal effect; % is set by controls: 0 for no effect and ±100 for the full control effect
Starred values were filed as active, the others as inactive; i = inactive; ? = inconclusive; · = no result given; [ ] = another dose, or the depositor's remark. Unless noted, calls come from the whole dose curve; as a rule, active = well fitted curve in the direction sought with a large enough effect; inconclusive = small, poorly fitted or top-dose-only effect, or another doubt; inactive = no such curve, though single readings can be large; an effect the other way counts as inactive or inconclusive. No enrichment for hits; any-hit rate near 11%.

HP1b chromo inh,ERG-DNA inh,BAZ2B block,mol,G9a block,PI4K2A inh,GLS inh,JMJD2A Tudor,Tb PGK inh,Pin1 inhibitor
-7%,3%,3%,O=C(CCc1ccc(S(=O)(=O)NC2CCCCC2)cc1)Nc1ccccc1,9%[2.33 µM],1,-4%,-13%[11.4 µM],-2%,-1%
?,3%,50µM*,CC(=O)N=c1sc2nc3ccccc3nc2n1N(C(C)=O)C(C)=O,?,8,16%,7.9µM*,-11%,6%
25%,4%,·,O=C1C(Cc2ccccc2)Nc2ncnc(N3CCc4ccccc4C3)c2N1Cc1ccccc1 (stereo unspecified),·,-5,7%,?,-3%,13%
7%,9%,-2%,C=CCN(C(=O)CCC(=O)Nc1cc(C)on1)C(C(=O)NC1CCCC1)c1ccc(Cl)cc1 (stereo unspecified),22%[59 µM],-3,-5%,-23%,-11%,-11%
29%,-6%,-5%,CN(Cc1cccs1)C(=O)CSc1nnnn1C,16%[12.7 µM],1,-12%,10%,-9%,2%
19%,-10%,-3%,O=C(O)c1cc2cc(Cl)ccc2oc1=O,12%[59 µM],5,5%,-9%,14%,4%
27%,6%,34%,CC(C)N1CCC(NC(=O)NC2CCCCC2)CC1,15%,2,-10%,4%,-2%,-9%
21%,-2%,0%,COc1ccc(-n2c(/C=C/c3cccc(C(F)(F)F)c3)nc3ccccc3c2=O)cc1Cl,1%[59 µM],1,0%,-8%,-2%,-8%
23%,-5%,-3%,COc1ccccc1Nc1nc(NCc2ccco2)nc(N)c1[N+](=O)[O-],-7%,2,17%,-5%,1%,-5%
34%,4%,-2%,CCS(=O)(=O)N1Cc2ccccc2CC1C(=O)Nc1ccc(F)c(F)c1F (stereo unspecified),11%,1,-1%,1%,4%,1%
7%,-2%,-15%,CCn1c(-c2ccccc2SC)n[nH]c1=S,14µM*,-6,2%,?,i,4%
31%,-1%,-13%,COc1ccccc1NC(=O)CSc1ccc(-c2ccc(-n3ccnc3)cc2)nn1,0%[59 µM],0,-4%,-19%,9%,32%[activator]
18%,-5%,?,C=CCNc1nc(C)c(CNc2c(C)cc(C)cc2C)nc1C#N,-14%[0.501 µM],1,-14%,-28%,-1%,-1%
75%[activator],-3%,9%[57.1 µM],CC(=O)NCCNc1nc2c(-c3cccc(C)c3)nnn2c2ccccc12,65%[activator],-2,-2%,14%,-6%,-2%
11%,-1%,-1%,CCOc1ccc(CCNC(=O)c2cc(S(=O)(=O)N3CCOCC3)ccc2C)cc1OCC,-39%,-4,4%,-20%,-5%,0%
9%,5%,1%,CCNC(=S)NNC(=O)c1cc(C)nc2ccccc12,5%[59 µM],-4,12%,-7%,-10%,-1%
-28%,-3%,45µM*,Clc1ccccc1/C=N/N1CCN(Cc2ccccc2)CC1,24%[0.501 µM],5,-3%,56µM*,-4%,-1%
13%,1%,8%,Cc1nn(Cc2ccccc2)c(C)c1NC(=O)CCCn1nc([N+](=O)[O-])c(Cl)c1C,22%,-2,12%,40µM*,-1%,1%
23%,-1%,-19%,Nc1ccccc1SCC(=O)Nc1ccc2c(c1)OCCO2,28µM*,-1,5%,-6%,-6%,0%
24%[57 µM],9%,2%,CC1CCc2nc3ncn(Cc4ccc(Cl)cc4)c(=O)c3cc2C1 (stereo unspecified),-2%[59 µM],1,-12%,-1%,-1%,1%
-14%,24%,-28%,CCc1ccc(CNC(=O)C2CCCN(c3nnc(C)c4c(C)n(-c5ccc(OC)cc5)nc34)C2)cc1 (stereo unspecified),10µM*,7,10%,?,-7%,?
49%[activator],1%,-32%,COc1ccc(NCc2cc3cc4c(cc3n(CC(=O)Nc3cccc(F)c3)c2=O)OCO4)cc1,?,0,1%,-15%,i,?
16%,-1%,-22%,N#Cc1ccc(CSc2nnc3[nH]c(=O)cc(N)n23)cc1,22µM*,0,8%,2%,-4%,-1%
14%,-4%,·,CN(C)S(=O)(=O)c1cccc(NC(=S)N2CCc3ccccc32)c1,-33%,3,16%,-26%,-27%,-1%
29%,1%,-19%,CCOC(=O)c1cnc2ccccc2c1NCCO,6%[59 µM],-11,-20%,16%[11.4 µM],-1%,0%
48%[activator],-9%,·,CCOc1ccccc1-n1nnnc1SCC(=O)N1CCCC1=O,·,0,0%,-2%,-9%,-3%
15%[57 µM],-10%,2%,COc1ccc(-c2nc(C)c(CCNC(=O)C(=O)Nc3ccccc3F)s2)cc1,21%[59 µM],1,3%,-15%,7%,-4%
37%,-4%,1%,COC(=O)c1c(NC(=O)c2ccco2)sc(C)c1C,?,6,-4%,13%,i,1%
37%,-3%,8%,O=C(/C=C/c1cccc(Cl)c1)NNC(=O)c1ccncc1,3%[12.7 µM],-2,-10%,-6%,0%,·
-13%,·,?,Cc1cc(C(=O)OCC(=O)N2CC(C)OC(C)C2)c(C)n1-c1ccccc1 (stereo unspecified),-11%[59 µM],6,5%,?,1%,-6%
18%,-1%,-3%,Cc1cc(C)n(CCNCc2c(C(=O)N3C[C@@H](C)O[C@@H](C)C3)nc3ccc(Cl)cn23)n1,19%[0.501 µM],4,9%,-9%,4%,3%
-21%,5%,·,O=c1[nH]n(-c2ccccn2)c(=O)c2ccccc12,?,1,20%,79µM*,2%,-13%
45%[activator],-9%,11%,O=C(O)CCn1c2ccccc2c2nc3ccccc3nc21,·,-1,13%,-4%,2%,-10%
-2%,0%,-7%,COc1ccccc1CCC(=O)OCC(=O)Nc1cccc(S(=O)(=O)N2CCOCC2)c1,17%[59 µM],2,3%,-13%,5%,-9%
3%,-7%,-3%,Cc1ccc(S(=O)(=O)Nc2ccncc2)c(C)c1,-92%,-4,6%,89µM*,-5%,-2%
36%,1%,1%,Cn1c(SCC(=O)Nc2ccccc2)nc(O)cc1=O,-4%[0.0925 µM],-4,7%,-15%,-2%,0%
20%,5%,0%,CSc1ccc(CNC(=O)C2CCN(c3nc4ccccc4nc3C(F)(F)F)CC2)cc1,0%[59 µM],5,-15%,7%,-8%,-3%
18%,1%,?,Cc1ccc(/C=C/C(=O)O)cc1S(=O)(=O)NCc1ccco1,·,-2,-7%,-18%,2%,-22%
13%,-5%,-22%,CC(=O)N1CCc2c(sc3c2c(=O)n(-c2cccc(Cl)c2)c(=O)n3Cc2ccc(F)cc2Cl)C1,-18%[59 µM],-2,-3%,-27%,7%,23%
37%,-6%,-107%,Cc1cc(C)nc(SCC(=O)O)n1,-14%,7,-2%,-14%,-5%,-3%
12%,8%,6%,COCCNC(=O)C(c1ccc(C)cc1)N(C(=O)CCC(=O)Nc1ccccn1)c1ccccc1C (stereo unspecified),1%,-2,2%,-13%,i,-5%
12%,7%,-8%,COc1cccc(COC(=O)C2CCN(C(=O)c3ccc(F)cc3)CC2)c1OC,-5%,2,-1%,-10%,-8%,-2%
28%,-14%,4%,CCC(C)(C)NC(=O)c1ccc(S(=O)(=O)N(C)c2ccccc2OC)cc1,2%[59 µM],-9,0%,-6%,0%,1%
-4%,-3%,-3%,O=C(NCCc1ccc(Cl)cc1)c1cnc2sc(N3CCCC3)nn2c1=O,5%[59 µM],2,5%,-1%,2%,7%
31%,13%,0%,O=C(NCCc1ccc(Cl)cc1)C12CC3CC(CC(O)(C3)C1)C2,?,-2,4%,-16%,i,-14%
-9%,0%,-34%,CC1C(=O)CC(c2ccc([N+](=O)[O-])cc2)NC1c1ccc([N+](=O)[O-])cc1 (stereo unspecified),?,1,2%,?,-1%,7%
54%[activator],3%,22%,COc1cc(C(=O)NCC(=O)NNC(=O)C2COc3ccccc3O2)cc(OC)c1OC (stereo unspecified),23%[12.7 µM],-4,1%,-8%,i,-10%
15%,2%,4%,COCCCNC(=O)COc1ccc(-c2nccc(-c3ccccn3)n2)cc1,-6%[59 µM],-5,3%,-11%,-1%,0%
24%,2%,6%,O=C1CC(N2CCN(Cc3ccc4c(c3)OCO4)CC2)C(=O)N1CCc1ccccc1 (stereo unspecified),?,-2,-2%,-20%,-1%,-1%
3%,4%,-11%,O=C(Cc1ccccc1)Nn1c(O)c(/C=C2\C=Nc3ccccc32)sc1=S,-5%,-6,5%,-4%,-9%,?

An excerpt of these results, comma-delimited:
SMILES,HP1b chromo inh,ERG-DNA inh,BAZ2B block,G9a block,PI4K2A inh,GLS inh,JMJD2A Tudor,Tb PGK inh,Pin1 inhibitor
Cn1c(SCC(=O)Nc2ccccc2)nc(O)cc1=O,36%,1%,1%,-4%[0.0925 µM],-4,7%,-15%,-2%,0%
CSc1ccc(CNC(=O)C2CCN(c3nc4ccccc4nc3C(F)(F)F)CC2)cc1,20%,5%,0%,0%[59 µM],5,-15%,7%,-8%,-3%
